# SDO1 yeast rescue: growth rescue of sdo1-depleted yeast, primary screen, S. cerevisiae, bone marrow failure model. S. cerevisiae sdo1-depleted JHY4D growth rescue, OD600 30 h; stronger effect = higher value; pdr5 snq2 efflux-pump mutant strain. z-score at 10 µM. 0.21% of 140,000 active. AID 817, 2007;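 active = z-score above 3 at both the 24 hr and the 30 hr optical density reads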;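 note: z-score against mean and SD of all compound wells on the same plate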
# Insulin prom inh: inhibitors of insulin promoter-driven GFP, primary screen, imaging, TRM-6 cells (human fetal islet line), eGFP reporter, cell count; reporter expression induced with tamoxifen; inhibition, % at 2 µM; 0.9% of 130,000 active;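 active = inhibition above the mean plus 3 SD, with well images judged a real hit on visual review, cut at about 60% in these data, passing the limit was not always enough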
# SDO1 yeast rescue Rescue 24 h: further read-out of SDO1 yeast rescue, marked with its call; z-score; S. cerevisiae sdo1-depleted JHY4D growth rescue, OD600; measured here: growth rescue at 24 h;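 0 is the plate mean of compound wells and units are plate SD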
# * hit, by the source's call; / = no result given.
# The line under a structure holds: SDO1 yeast rescue	SDO1 yeast rescue Rescue 24 h	Insulin prom inh
- Cc1cc(O)c(/C=N/Nc2ccccc2)c(=O)o1
→ -0.93	-0.74	-18.8
- CN(C(=O)COc1ncnc2sccc12)c1ccccc1
→ /	/	11.8
- Cc1cccc(OCc2ccc(C(=O)Nc3ccc(F)cc3)cc2)c1
→ 0.77	0.98	/
- CC(Oc1ccc(Cl)cc1)C(=O)Nc1ncccn1 (stereo not given)
→ -0.22	-1.03	/
- CC(=O)Nc1ccc(S(=O)(=O)N2CCC(NC(C)=O)(c3cccc(F)c3)CC2)cc1
→ 0.92	-0.01	53.9
- COc1ccc(NC(=O)c2ccc3c(=O)n(-c4ccc(OC)cc4OC)c(=S)[nH]c3c2)c(OC)c1
→ /	/	58.3
- Oc1ccc(-c2n[nH]c(=S)n2-c2ccc3c(c2)OCCO3)c(O)c1
→ 2.02	2.98	38.5
- CCN1C(=O)C(CC(=O)NCCc2ccccc2)N(NC(=O)c2cccnc2)C1=S (stereo not given)
→ /	/	60.0
- COc1ccc(-n2c(Cc3cccn3C)nnc2SCC(=O)Nc2ccccc2OC)cc1
→ -0.71	-0.14	/
- CCOC(=O)CN(Cc1sccc1C)C(=O)Nc1ccc(OC)cc1OC
→ 1.02	0.9	-14.3
- COc1ccc(CCN(C)C(=O)c2ccc(S(=O)(=O)NCc3ccco3)cc2)cc1OC
→ -0.46	-0.85	-120.0
- O=C(CCCn1c(SCC(=O)c2ccccc2)nc2ccccc2c1=O)NCC1CCCO1 (stereo not given)
→ -0.81	-0.48	0.0
- CCn1c(=O)cc(N2CCCCC2)[nH]c1=O
→ 0.41	-0.46	18.2
- Cc1cc(C)nc(NC(=O)/C=C/c2cccs2)c1
→ -0.91	0	3.2
- O=C(C1CCC1)N1CCC(c2nc3c(nnn3Cc3c(F)cccc3Cl)c(=O)[nH]2)CC1
→ -0.37	-0.85	/
- O=[N+]([O-])c1ccccc1/C=C/C=N/n1c(-c2ccccc2)n[nH]c1=S
→ 0.15	0.1	21.4
- Cc1ccc(Nc2cc(C)nc3c(C)ccc([N+](=O)[O-])c23)cc1
→ -2.1	-1.28	-69.4
- COc1ccc(CCNC(=O)c2c(N)no[n+]2[O-])cc1OC
→ /	/	-54.5
- Cc1ccc2occ(/C=N/O)c(=O)c2c1
→ 0.56	0.27	11.6
- CCCCC(=O)Nc1cc(OC)c(NC(=O)C2CCCCC2)cc1OC
→ 1	1.77	17.9
- Cc1cc(N)ccc1N=Nc1c(C)n(C)n(-c2ccccc2)c1=O
→ -0.03	-0.31	2.6
- Cc1[nH][nH]c(=O)c1N=Nc1ccc(Cl)cc1
→ /	/	-14.3
- Cc1cc(Cl)ccc1NC(=O)CCC(=O)O
→ -0.31	-0.58	-23.3
- O=c1c2ccccc2c(/C=N/c2ncn[nH]2)c(O)n1Cc1ccccc1
→ -2.37	-1.4	71.4*
- O=C(CCC(=O)NCCCc1ccccc1)NCCCc1ccccc1
→ 0.21	0.32	-40.3
- C/C(=N/Nc1ccc(Cl)cc1)c1cnnc(-c2ccccc2)n1
→ /	/	15.0
- CC1=C(C(=O)NCc2ccco2)C2(CCC(C)CC2)OC1=O (stereo not given)
→ 0.55	-0.21	/
- COc1ccc(Cl)cc1C(=O)NNC(=S)NC(=O)c1cc(-c2ccccc2)nc2ccccc12
→ 0.91	1.12	40.0
- CC1(C)CC(=O)C2=C(C1)N=c1s/c(=C/c3ccc(F)c(F)c3)c(=O)n1C2c1ccc(F)cc1 (stereo not given)
→ -2.74	-1.83	/
- Cn1c(=O)c2ncn(CC(=O)NCCOc3ccccc3)c2n(C)c1=O
→ -0.23	-1.07	7.1
- CCOC(=O)CNC(=O)c1cn(C)c(=O)c2cc(OC)c(OC)cc12
→ -0.2	-0.31	/
- CCC(=O)Nc1nnc(Cc2ccccc2)s1
→ -0.17	-0.86	41.9
- CCOC(=O)C1CCN(C(=O)CN(c2ccc(OC)cc2)S(=O)(=O)c2c(C)nn(C)c2C)CC1
→ 0.06	-0.01	/
- Cc1ccc(C)c(CSc2nnc(CCN)o2)c1
→ 0.72	1.57	24.3
- O=C(CC(SCCO)c1ccc2c(c1)OCO2)c1ccco1 (stereo not given)
→ -0.33	-0.4	/
- CC1=C(C(=O)OC(C)(C)C)C(c2cccs2)NC(=O)N1 (stereo not given)
→ 1.29	1.36	-25.0
- CN(C)S(=O)(=O)Oc1ccccc1C(=O)Nc1ccc(F)cc1
→ /	/	-147.1
- N#Cc1c2c(nc(N)c1-c1ccccc1)CCCCC2
→ 0.35	0.05	9.3
- Cc1ccc(-c2nnc(SCC(=O)Nc3nc4c(s3)CCCC4)n2C)cc1
→ -0.34	-1.03	/
- Cc1cccc(C)c1NC(=O)CNc1ncnc2sc(C)c(C)c12
→ 0.53	0.14	/
- COc1cc2c(cc1OC)C(c1ccc3c(c1)OCO3)C1=C(CC(C)(C)CC1=O)N2 (stereo not given)
→ -0.55	-0.93	-15.2
- CC(=O)NCCC(=O)Nc1cccc(S(=O)(=O)N(C)c2ccccc2)c1
→ 0.8	0.57	-41.9
- Cc1ccccc1NC(=S)NCc1ccc2c(c1)OCO2
→ 0.16	-0.26	/
- CCOC(=O)C(=O)Nc1ccc([N+](=O)[O-])cc1OC
→ 1.01	0.47	13.3
- CCOc1ccc(/C(O)=C2/C(=O)C(=O)N(c3cc(C)on3)C2c2ccc(C(=O)OC)cc2)cc1 (stereo not given)
→ -0.11	-0.43	48.4
- CCOC(=O)N1CCC(c2cc(=O)n3[nH]c(C)c(-c4ccc(F)cc4)c3n2)CC1
→ 0.59	-0.2	/
- COC(=O)C1=CNC=C(C(=O)OC)C1c1ccccc1Cl
→ 0.15	0.14	-20.0
- N#CCC(=O)Nc1nc(-c2ccc3c(c2)OCCO3)cs1
→ /	/	-5.3
- Cc1ccc(S(=O)(=O)N(Cc2nccn2C)C(C)C)cc1
→ -0.35	-1.11	/
- Cc1cccc(Nc2ncnc3c2cnn3Cc2ccccc2)c1
→ /	/	-76.5
- c1ccc(Oc2ccc(-n3cnnn3)cc2)cc1
→ 0.16	0.23	17.5
- CC(=O)C1C(c2ccc(Br)cc2)C2C(C)=NN=C2CC1(C)O (stereo not given)
→ 2.08	2.33	/
- CC(=O)Nc1ccc(S(=O)(=O)N2CCN(C)CC2)cc1
→ -0.02	-0.63	59.3
- NC(=O)[C@@H]1CCCNc2c(F)cc([N+](=O)[O-])cc2C(=O)N[C@@H](CO)C(=O)NCC(=O)N1
→ -0.09	-0.06	20.0
- Cc1ccc(CCNC(=O)C2CCC(=O)N2C2CCCC2)cc1 (stereo not given)
→ 0.03	1.16	56.2
- O=S(=O)(N1CCOCC1)N1CCCN(S(=O)(=O)N2CCOCC2)CC1
→ 0.88	1.24	/
- COC(=O)c1ccc(N2CCC(c3cc(-c4ccc(OC)cc4)n[nH]3)CC2)c([N+](=O)[O-])c1
→ -1.11	0.76	-10.8
- Cc1cc(C)c2c(N=CN(C)C)c(C(=O)N3CCN(c4ncccn4)CC3)sc2n1
→ 0.21	0.39	/
- Cc1ccc(Sc2cnc3ccccc3n2)cc1
→ -0.77	-0.47	20.7
- O=c1[nH]c(=O)n(-c2ccccc2)c2c1C(C(F)(F)F)(C(F)(F)F)N=C(CCC1CCCCC1)N2
→ 0.44	-0.07	12.0

# Limited to Insulin prom inh and SDO1 yeast rescue Rescue 24 h (2 entries from above):
SMILES	Insulin prom inh	SDO1 yeast rescue Rescue 24 h
CCOC(=O)CNC(=O)c1cn(C)c(=O)c2cc(OC)c(OC)cc12	/	-0.31
CCC(=O)Nc1nnc(Cc2ccccc2)s1	41.9	-0.86

# Next part
# The line under a structure holds: SDO1 yeast rescue	SDO1 yeast rescue Rescue 24 h	Insulin prom inh
- Cc1occc1C(=O)Nc1cccc(Cn2cccn2)c1
→ 1.59	0.53	-37.5
- Cc1ccc(-c2nnc(N3CCCCC3)c3ccccc23)cc1S(=O)(=O)NCC1CCCO1 (stereo not given)
→ 0.22	0.03	23.3
- COC(=O)C(C)N(C(=O)c1cccc2ccccc12)c1c(C)cccc1C (stereo not given)
→ -1.82	-0.75	57.1
- CC/C(=N/NC(=O)CNc1ccc(Cl)cc1C)c1ccccc1
→ /	/	-100.0
- CCCC(O)(CCC)C(=O)NN1CCCCC1
→ 0.84	-0.57	-30.0
- CC(C)CC(COCc1ccc(Cl)cc1)N1CCN(C(=O)c2ccc(C(F)(F)F)cc2)CCC1=O (stereo not given)
→ -0.67	-0.41	-47.6
- C/C(=N\NC(=O)CNC(=O)C(c1ccccc1)c1ccccc1)c1ccc(C(C)(C)C)cc1
→ 1.39	1.71	0.0
- CCCc1nc2ccccc2c(C(=O)OCC(=O)N2CCc3ccccc32)c1CC
→ 0.51	0.59	/
- COc1cnc(-c2ccccc2)nc1Sc1ccccc1
→ /	/	26.7
- COc1ccc(CNC(=O)C/C(C)=N/NC(=O)c2cnccn2)cc1
→ /	/	17.4
- O=C(NCc1ccc(N2CCCC2=O)cc1)c1cnccn1
→ 0.12	0.27	-16.2
- O=C(COC(=O)CCC(=O)c1ccc(Cl)cc1)NCCc1ccccc1
→ /	/	-25.0
- COc1ccc(NC(=O)C2CCN(S(=O)(=O)c3ccc(Br)s3)CC2)cc1OC
→ -0.9	-0.78	21.4
- COc1ccc(C(=O)CSc2nnc(COc3ccc(C#N)cc3)n2-c2ccccc2)cc1
→ 0.39	1.83	/
- Cc1ccccc1OCC(=O)Nc1ccc2oc(=O)ccc2c1
→ /	/	-390.0
- COC(=O)[C@@]1(Cc2ccc(OC)cc2)[C@@H]2C(=CC(=O)[C@H]2CC(=O)C(=O)N(C)C)CN1C(=O)c1ccccc1
→ -0.34	-0.34	30.0
- CCn1c(SCCC(=O)O)nnc1-c1cccnc1
→ -0.02	0.53	-6.2
- Cc1ccc(-c2c(C)c(-c3ccc(F)cc3)nc(N)c2C#N)o1
→ -0.02	1.7	/
- CC(=O)c1c(C(C)=O)c(C)n(-c2ccc(C(=O)O)cc2)c1C
→ 0.2	-0.6	63.6
- CCC(=O)Nc1ccc2oc(-c3ccccc3Br)nc2c1
→ -0.82	-0.36	/
- CCCCCOc1ccc(/C=C/C(=O)NCCc2nc3ccccc3[nH]2)cc1OC
→ -1.82	-1.59	5.7
- CCn1c(-c2cccc(Cl)c2)n[nH]c1=S
→ -0.33	-0.99	/
- Cc1nn(-c2ccccc2)c(C)c1/C=N/NC(=O)c1cc(-c2ccc(Cl)s2)[nH]n1
→ -1.15	-0.87	/
- N#CCC(CNc1ncc(C(F)(F)F)cc1Cl)OC(=O)c1ccc(Cl)cc1 (stereo not given)
→ -1.24	-1.16	-16.1
- O=C(c1cccnc1)N1CCN(S(=O)(=O)c2ccc(F)cc2)CC1
→ /	/	-42.9
- COCCCNC(=O)CN(c1ccc(OC)cc1)S(=O)(=O)c1ccc(NC(C)=O)cc1
→ 0.61	0.72	/
- Cn1cccc1CNC(=O)Nc1ccc(Cl)cc1
→ 0.26	0.23	/
- CCc1c(C(=O)NCc2ccccc2Cl)[nH]c(C)c1C(C)=O
→ 0.35	-0.25	/
- COc1ccc(Cl)cc1S(=O)(=O)N1CCCC1=O
→ /	/	-5.6
- Cc1ccccc1S(=O)(=O)Nc1cccnc1
→ 1.25	0.94	38.5
- Cc1ccc(C(c2nnnn2CC2CCCO2)N2CCN(C(=O)c3ccco3)CC2)cc1 (stereo not given)
→ 1.55	1.33	7.1
- O=C(Nc1ccc2c(c1)OCO2)c1ccc(Cl)nc1
→ 0.94	0.31	34.4
- O=C(CCNC(=O)c1ccccc1)OCN1C(=O)c2ccccc2C1=O
→ 0.21	0.05	13.9
- COc1cccc(CC(NC(C)=O)C(=O)NC2CCN(c3c(Cc4ccccc4)c(C)nc4ncnn34)CC2)c1 (stereo not given)
→ -0.56	-0.83	-11.1
- O=P(CCC(F)(F)F)(CCC(F)(F)F)CCC(F)(F)F
→ 0.09	-0.03	18.9
- COc1ccc(-c2coc3cc(OC)cc(O)c3c2=O)cc1
→ -0.26	0.93	40.5
- Cc1cccc(NC(=O)CSc2nc3nc4c(cc3c(=O)n2-c2ccccc2)CCCC4)c1
→ -1.63	-1.28	6.1
- Cc1ccc(C)c(Cn2c(=O)c3c(nc4n3CCN4Cc3ccco3)n(C)c2=O)c1
→ -1.24	-0.87	/
- Cc1ccc(-c2csc(NC(=O)c3cccc(N4C(=O)CCC4=O)c3)n2)o1
→ -0.91	-0.8	/
- CCc1cccc2c(C#N)cn(CC(=O)NCc3ccco3)c12
→ 1.57	2.74	-74.1
- O=C(c1ccc(Br)s1)N1CCN(Cc2ccc3c(c2)OCO3)CC1
→ -0.35	1.5	69.2
- COc1ccc(Cl)cc1S(=O)(=O)n1ccnc1C(C)C
→ -0.45	-0.7	/
- Cc1ccccc1C(=NCCCN(C)C)c1ccccc1C
→ 0.34	0.16	-14.8
- CSc1nc2ccc(S(=O)(=O)N3CCCCC3)cc2s1
→ -0.97	-1.16	20.8
- COc1ccc(-c2cc(C(F)(F)F)n3nc(N)nc3n2)cc1
→ 0.29	0.62	-25.0
- COc1cc(-c2nc3ccc(C)cn3c2Nc2ccc3c(c2)OCCO3)ccc1O
→ -1.33	-0.17	33.3
- O=C(Nc1ccc(Cl)cc1)c1cccs1
→ -0.13	1.22	25.7

# Compounds from the list above with a CF3 group (5):
# The line under a structure holds: SDO1 yeast rescue	SDO1 yeast rescue Rescue 24 h	Insulin prom inh
- O=c1[nH]c(=O)n(-c2ccccc2)c2c1C(C(F)(F)F)(C(F)(F)F)N=C(CCC1CCCCC1)N2
→ 0.44	-0.07	12.0
- CC(C)CC(COCc1ccc(Cl)cc1)N1CCN(C(=O)c2ccc(C(F)(F)F)cc2)CCC1=O (stereo not given)
→ -0.67	-0.41	-47.6
- N#CCC(CNc1ncc(C(F)(F)F)cc1Cl)OC(=O)c1ccc(Cl)cc1 (stereo not given)
→ -1.24	-1.16	-16.1
- O=P(CCC(F)(F)F)(CCC(F)(F)F)CCC(F)(F)F
→ 0.09	-0.03	18.9
- COc1ccc(-c2cc(C(F)(F)F)n3nc(N)nc3n2)cc1
→ 0.29	0.62	-25.0

# Screens as filed in PubChem.
